# Source: PubChem
# EPAC1 antagonist: qHTS for Antagonist of cAMP-regulated guanine nucleotide exchange factor 3 (EPAC1): primary screen. Rap guanine nucleotide exchange factor 3 (Homo sapiens), O95398. EPAC1 GEF assay, Rap1b-BODIPY-GDP exchange fluorescence. Potency, µM (doses to about 115 µM), for inactives: at the top dose activity change, negative = inhibition, actives largely listed as inhibitors. hit rate 0.14% among 360,000. AID 720709, 2013;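 note: plate controls were vehicle for no effect and positive control for full effect; nearly all actives have a fitted effect of over 50% in size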
# TDP43 rescue: qHTS of TDP-43 Inhibitors; hit rate 1.8% among 410,000; TDP-43 expressing yeast growth rescue, BacTiter-Glo, 24 h; Potency, µM (top dose mostly 46.1 µM), for the others: top-dose growth rescue (activation), usual class: activators; note: % of control where 0% means no effect; nearly all actives have a fitted effect of over 50% in size
#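 Galactose-induced TDP-43 yeast, OD600=0.02, compound pinned; 24 hr, 30 deg C; BacTiter-Glo luminescence for growth. Inhibitors of TDP-43 toxicity read as activators.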
# FUS suppressor: qHTS for Suppressors of FUS Proteinopathy: Primary screen using FUS-linked yeast assay; S. cerevisiae FUS-expressing, growth rescue, OD600, 24 h; Potency, µM (doses to about 76.6 µM), for the others: at the highest dose growth rescue (activation), hits mostly activators; hit rate 0.24% among 390,000;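 note: plate controls were DMSO vehicle for no effect and reference control for full effect; nearly all actives have a fitted effect of over 55% in size; some results filed as inactive show a strong effect at the top dose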
#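 Cultures pregrown in 2.5% raffinose medium are shifted to minimal medium containing 2% galactose to express toxic FUS. Compounds are tested at several concentrations. After 24hr at 30C, growth is quantified at 600 nm absorbance.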
# EPAC1 ag: qHTS for Agonist of cAMP-regulated guanine nucleotide exchange factor 3 (EPAC1): primary screen; EPAC1 agonist qHTS, biochemical assay; response scale: 100% = response to 6.5 mM cAMP; AID 720707, 2013; hit rate 0.073% among 360,000; Rap guanine nucleotide exchange factor 3 (Homo sapiens), O95398; Potency, µM (doses to about 154 µM), inactives show top-dose activation, actives largely listed as activators; note: nearly all actives have a fitted effect of over 60% in size
#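 Multi-concentration qHTS readout: loss of Rap1B-bound BODIPY-GDP fluorescence driven by 100 nM EPAC1 with excess GDP (50 uM), monitored kinetically at room temperature; agonist response expressed relative to 6.5 mM cAMP.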
# PTHR1 agonist: qHTS for PTHR1 Agonists: Primary Screen | hit rate 0.075% among 410,000 | HEK293 GP2 PTHR1 cells, GloSensor cAMP luminescence, 1 h | Parathyroid hormone/parathyroid hormone-related peptide receptor (Homo sapiens), Q03431 | Potency, µM (titrated, usually from 115 µM), for the others: top-dose activation, hits mostly activators; note: nearly all actives have a fitted effect of over 55% in size; some results filed as inactive show a strong effect at the top dose; inactives centre near -15; many of its hits are not listed in these tables
#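 HEK-293-derived GP2 cells expressing PTHR1 and a GloSensor cAMP reporter, 3,000/well, plated overnight, given luciferin plus IBMX (each 0.5 mM as added) for 1 h at 37 °C, then compound for 1 h at 37 °C. Luminescence was read after 15 min at room temperature.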
# aSyn rescue: qHTS of alpha-syn Inhibitors. Potency, µM (doses to about 46.1 µM), inactives show at the highest dose growth rescue (activation), usual class: activators. Yeast expressing alpha-synuclein, growth rescue, BacTiter-Glo, 24 h. AID 652106, 2013. hit rate 0.14% among 370,000; note: % of control where 0% means no effect; nearly all actives have a fitted effect of over 65% in size
#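 Galactose-induced alpha-syn yeast (OD600=0.02, raffinose-pregrown) + pinned cpd, 24 hr, 30 deg C; growth by BacTiter-Glo luminescence. Growth restoration scores as activation.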
# EPAC2 antag: qHTS for Antagonist of cAMP-regulated guanine nucleotide exchange factor 2 (EPAC2): primary screen | Potency, µM (doses to about 114 µM), inactives show at the top dose activity, negative = inhibition, hits mostly inhibitors | hit rate 0.18% among 360,000 | AID 720708, 2013 | EPAC2 GEF exchange of Rap1B-BODIPY-GDP, fluorescence; note: % is set by controls: 0 for no effect and ±100 for the full control effect; nearly all actives have a fitted effect of over 45% in size; many of its hits are not listed in these tables
# Target sequence (Q8WZA2 whole entry, looked up): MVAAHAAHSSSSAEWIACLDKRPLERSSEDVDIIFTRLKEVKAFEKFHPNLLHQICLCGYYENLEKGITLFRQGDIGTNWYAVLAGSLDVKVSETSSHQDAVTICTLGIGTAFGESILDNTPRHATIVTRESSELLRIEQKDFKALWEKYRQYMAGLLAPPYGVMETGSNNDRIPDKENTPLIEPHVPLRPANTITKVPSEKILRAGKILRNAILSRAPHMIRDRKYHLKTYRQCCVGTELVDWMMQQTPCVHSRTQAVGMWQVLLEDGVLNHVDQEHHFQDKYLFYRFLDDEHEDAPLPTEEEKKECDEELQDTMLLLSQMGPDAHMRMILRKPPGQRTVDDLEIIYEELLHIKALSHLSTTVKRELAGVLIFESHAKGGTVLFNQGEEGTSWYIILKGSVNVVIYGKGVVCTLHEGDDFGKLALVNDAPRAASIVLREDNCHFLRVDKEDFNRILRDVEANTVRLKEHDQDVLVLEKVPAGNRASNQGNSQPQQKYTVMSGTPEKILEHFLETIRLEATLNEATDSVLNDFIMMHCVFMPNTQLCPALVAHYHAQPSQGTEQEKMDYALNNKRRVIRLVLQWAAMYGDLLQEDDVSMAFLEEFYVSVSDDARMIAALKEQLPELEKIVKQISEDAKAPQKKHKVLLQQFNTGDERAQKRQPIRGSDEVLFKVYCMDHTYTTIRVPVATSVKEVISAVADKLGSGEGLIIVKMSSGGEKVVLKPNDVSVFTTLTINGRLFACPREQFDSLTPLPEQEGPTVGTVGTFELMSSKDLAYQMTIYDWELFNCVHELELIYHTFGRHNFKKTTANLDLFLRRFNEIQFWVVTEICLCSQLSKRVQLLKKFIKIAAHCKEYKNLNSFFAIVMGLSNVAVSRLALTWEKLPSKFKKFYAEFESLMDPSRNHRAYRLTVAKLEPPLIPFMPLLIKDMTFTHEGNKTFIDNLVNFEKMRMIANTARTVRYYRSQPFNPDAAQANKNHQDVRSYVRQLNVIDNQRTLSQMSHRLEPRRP
# EPAC2 agonist: qHTS for Agonist of cAMP-regulated guanine nucleotide exchange factor 4 (EPAC2): primary screen. Rap guanine nucleotide exchange factor 4 (Homo sapiens), Q8WZA2. EPAC2 activation, biochemical qHTS; response scale: 100% = 6.5 mM cAMP response. Potency, µM (highest dose often 154 µM), for the others: at the highest dose activation, most hits filed as activators. hit rate 0.079% among 360,000. AID 720711, 2013; note: nearly all actives have a fitted effect of over 50% in size
#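 Exchange assay: 100 nM EPAC2 with 250 nM Rap1B-BODIPY-GDP and 50 uM GDP. Fluorescence (ex 480/em 540 nm) read every 5 min for 30 min at room temperature. Data normalized to 6.5 mM cAMP as agonist control.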
# Starred values were filed as active, the others as inactive; i = inactive; ? = inconclusive; / = no result given; [ ] = another dose, or the depositor's remark. Calls come from the whole dose curve; as a rule, active = well fitted curve in the direction sought with a large enough effect; inconclusive = small, poorly fitted or top-dose-only effect, or another doubt; inactive = no such curve, though single readings can be large; an effect the other way counts as inactive or inconclusive. Potency is the fitted concentration of half-maximal effect. A portion of the library, so the mix of outcomes need not match the whole.
# Start of the data: the first five entries (preview)
SMILES,EPAC1 antagonist,TDP43 rescue,FUS suppressor,EPAC1 ag,PTHR1 agonist,aSyn rescue,EPAC2 antag,EPAC2 agonist
COc1cc(C(=S)N2CCCC2)cc(Cl)c1O,-0.4%,?,9.2%,13.4%,-1.4%[57.5 µM],-0.5%,4.8%,10.9%
COc1ccc(S(=O)(=O)N2CCN(C(=O)c3cc(-c4ccccc4OC)n[nH]3)CC2)cc1,-11.7%,18.0%,?,-8.2%,i,4.9%,4.1%,12.5%
CC(=O)c1cc(C#N)c(N2CCCC2)nc1C,8.0%,3.9%,9.7%,-1.5%,i,2.2%,1.3%,-3.2%
CCN1C(=O)[C@@H]2[C@@H](c3ccc(-c4cccc(Cl)c4)c(OC)c3)N3CCCC[C@@]3(C(=O)OC)[C@@H]2C1=O,-7.3%,13.7%,39.3%,0.8%,-23.1%,4.0%,-0.6%,-8.1%
O=C(OCc1cn([C@H]2CN(C(=O)c3cccs3)[C@@H](c3ccc(Cl)cc3)C[C@@H]2O)nn1)c1ccccc1,11.4%,8.3%,40.8%,-1.1%,-26.0%,2.9%,-2.4%,2.6%

# The whole of this part, previewed entries included:
SMILES,EPAC1 antagonist,TDP43 rescue,FUS suppressor,EPAC1 ag,PTHR1 agonist,aSyn rescue,EPAC2 antag,EPAC2 agonist
COc1cc(C(=S)N2CCCC2)cc(Cl)c1O,-0.4%,?,9.2%,13.4%,-1.4%[57.5 µM],-0.5%,4.8%,10.9%
COc1ccc(S(=O)(=O)N2CCN(C(=O)c3cc(-c4ccccc4OC)n[nH]3)CC2)cc1,-11.7%,18.0%,?,-8.2%,i,4.9%,4.1%,12.5%
CC(=O)c1cc(C#N)c(N2CCCC2)nc1C,8.0%,3.9%,9.7%,-1.5%,i,2.2%,1.3%,-3.2%
CCN1C(=O)[C@@H]2[C@@H](c3ccc(-c4cccc(Cl)c4)c(OC)c3)N3CCCC[C@@]3(C(=O)OC)[C@@H]2C1=O,-7.3%,13.7%,39.3%,0.8%,-23.1%,4.0%,-0.6%,-8.1%
O=C(OCc1cn([C@H]2CN(C(=O)c3cccs3)[C@@H](c3ccc(Cl)cc3)C[C@@H]2O)nn1)c1ccccc1,11.4%,8.3%,40.8%,-1.1%,-26.0%,2.9%,-2.4%,2.6%
CCOC(=O)CCc1c(C)nc2cc(-c3ccc(F)cc3)[nH]n2c1=O,-6.2%,-16.1%,-9.2%,-6.4%,-10.4%,-9.2%,10.6%,-1.7%
O=C(CSc1nc2ccc(Cl)cc2[nH]1)c1c[nH]c2ccccc12,3.1%,-6.7%[0.397 µM],11.3%,-0.9%,-2.0%,3.0%,6.8%,3.0%
O=C(CSc1cccc[n+]1[O-])c1cc(Cl)ccc1Cl,-24.2%,11.2µM*,5.3%,-2.2%,i,12.3%,-1.5%,7.0%
COC(=O)CCC(C)C1CCC2C3CCC4CC(O)CCC4(C)C3CC(O)C12C (configuration not stated),-15.4%,-85.5%[inhibitor],?,-28.2%,-21.2%,-63.2%[inhibitor],-14.7%,11.4%
O=C(c1cncc(Br)c1)N1CCN(c2ccc(N3CCOCC3)nn2)CC1,-2.3%,24.9%,4.3%,-16.3%,i,-7.1%,-5.0%,1.9%
CC1CCC2(CC1)NC(=O)N(Cc1cc(=O)n3ccsc3n1)C2=O (configuration not stated),1.4%,-16.7%,6.4%,-4.3%,i,5.8%,0.2%,-5.9%
CCOc1cc([N+](=O)[O-])cc(/C=C2/NC(=O)N(Cc3ccccc3F)C2=O)c1O,-26.8%,-3.0%,14.4%,4.7%,-20.2%,-6.8%,?,-2.0%
Cc1ccc(Nc2nc(-c3sc(NC(=O)c4ccco4)nc3C)cs2)cc1,-0.6%,23.8%,?,-5.5%,i,-2.4%,6.7%,-2.1%
COc1cc2ncnc(NCc3ccco3)c2cc1OC,-0.8%,0.9%,-13.1%,19.5%,-73.6%[inhibitor],-9.6%,-2.2%,11.0%
O=C(Cc1cccs1)N(c1ccc(Br)cc1)C1C=CS(=O)(=O)C1 (configuration not stated),-17.9%,18.5%,11.4%,8.1%,i,7.0%,-3.0%,5.9%
Cc1oc(-c2ccccc2)nc1C(=O)OCC(=O)NC(=O)NCC(C)C,7.4%,9.6%,-17.4%,-3.3%,i,8.6%,11.5%,-6.0%
Cc1ccc(C(=O)Cc2cc3ccccc3oc2=O)c(C)c1,6.9%,10.4%,-5.0%,-3.5%,-21.9%,2.9%,4.0%,5.3%
Cc1ccc(C(C(=O)NC2CCCCC2)N(Cc2cccnc2)C(=O)C2COc3ccccc3O2)o1 (configuration not stated),-12.4%,-17.7%,11.4%,12.2%,-2.9%[57.5 µM],-0.1%,-11.8%,15.3%
COC(=O)C1=C(N)c2c(F)cccc2C1(C#N)c1ccc(F)cc1 (configuration not stated),0.8%,-8.3%,-4.1%,14.6%,-34.9%[inhibitor][57.5 µM],-24.4%,14.9%,13.3%
O=c1oc2ccccc2c2c1C(O)CO2 (configuration not stated),-17.7%,19.0%,-9.4%,10.5%,i,1.4%,6.5%,4.2%
COC(=O)c1ccc(CSc2nnc(NC(=O)C3CC(=O)N(Cc4ccc(C)cc4)C3)s2)cc1 (configuration not stated),-15.1%,17.7%,6.3%,6.0%,-7.4%,1.7%,-8.1%,11.5%
Cn1c2ccsc2c2ncn(Cc3ccc(F)cc3)c(=O)c21,-9.0%,/,-14.6%,-3.4%,-12.1%,/,14.6%,2.0%
COc1ccccc1OCC(=O)N(Cc1nc(-c2ccccc2)no1)C1CCCCC1,-4.0%,?,23.8%,15.7%,i,16.7%,-7.5%,6.5%
CCOC(=O)c1cc2cc(F)ccc2nc1C,-5.2%,15.5%,4.1%,1.0%,-1.4%[57.5 µM],-0.1%,0.8%,6.6%
CCOC(=O)N1CCC2(CC1)CC(=O)c1c(ccc3oc(C(=O)O)c(C)c13)O2,11.4%,-8.9%,37.8%,-3.5%,i,?,10.2%,3.7%
COc1cc(-c2nn3c(COc4ccccc4)nnc3s2)cc(OC)c1OC,6.8%,-5.0%,22.9%,-2.4%,26.7%[57.5 µM],-11.3%,14.1%[57.1 µM],1.1%
CCC(C)(C)NC(=O)C(c1cccc(OC)c1OC)N(C(=O)CCC(=O)Nc1cc(C)on1)c1ccc2c(c1)OCCO2 (configuration not stated),-7.6%,15.9%,9.8%,-5.3%,i,3.7%,-4.4%,-9.6%
Nc1ccccc1SC1CC(=O)N(Cc2ccccc2)C1=O (configuration not stated),7.7%,-21.4%,16.9%,10.6%,-2.4%,-7.0%,-9.7%,11.3%
O=C(OC(C(=O)NC1CCCC1)c1ccccn1)c1cccs1 (configuration not stated),-10.1%,15.0%,-1.7%,4.6%,?,2.2%,-2.4%,4.5%
CCOC(=O)C1(Cc2ccccc2C(F)(F)F)CCN(CC2CC2)CC1,-4.8%,-3.1%[0.397 µM],-4.4%,-2.6%,i,7.0%,2.4%,-6.6%
COc1ccc(NC(=O)CSc2nnc(C)n2Cc2ccccc2)cc1,-6.1%,3.1%,8.3%,2.9%,i,5.7%,-3.8%,7.8%
O=C(NCCCn1ccnc1)C(=O)NCc1ccccc1,4.1%,4.2%,8.6%,2.9%,i,-4.4%,18.2%,-3.9%
Cc1cc(SCC(=O)NCC(c2cccs2)N2CCOCC2)c(C)cc1Br (configuration not stated),-8.4%,8.0%,22.7%,-1.3%,-45.6%[inhibitor],1.3%,-6.3%,-0.9%
CCCCC(=O)N/N=C/c1ccc(Sc2cccc3cccnc23)o1,-12.8%,9.3%,-3.2%,10.2%,i,-8.5%,-11.3%,?
O=C(NCC[C@@H]1CC[C@@H](NS(=O)(=O)c2ccccc2)[C@@H](CO)O1)c1cc(Cl)cc(Cl)c1,-9.1%,13.8%,24.6%,9.0%,-14.7%,5.3%,-24.4%,-1.1%
CCOC(=O)c1[nH]c2ccc(C)cc2c1N=C(C)N(C)C,-3.7%,8.9%,23.1%,7.0%,-1.2%[57.5 µM],-3.3%,0.0%,13.5%
COc1ccccc1N1C(=NC(=O)C2CCCCC2)SC2CS(=O)(=O)CC21 (configuration not stated),9.6%,11.1%,13.8%,18.1%,-3.7%,-1.1%,9.9%,2.2%
CN(C)S(=O)(=O)c1ccc(Cl)c(NC(=O)COC(=O)/C=C/c2cnc3ccccc3n2)c1,-1.5%,10.7%,-10.7%,3.9%,-14.0%,?,5.4%,4.6%
CC[C@@H](C)CN1C(=O)N[C@@H](c2ccccc2)C(C(C)=O)=C1C,-2.5%,8.6%,24.3%,-14.4%,-8.2%,-4.7%,5.8%,4.2%
CN(Cc1cn(C)nc1-c1ccccc1F)CC1CCN(Cc2ccccc2)CC1,0.0%,-18.4%,9.5%,7.8%,-18.9%,-1.5%,0.1%,3.6%
CC(C)CC(COCc1ccc(F)cc1)N1CCN(C(=O)c2cccc(C(F)(F)F)c2)CCC1=O (configuration not stated),-10.6%,21.1%,?,-15.1%,-44.0%[inhibitor],8.9%,0.5%,1.0%
CC(=O)C1=NN(c2ccccc2)C(c2ccc3c(c2)OCO3)N1c1ccc(N2CCOCC2)cc1 (configuration not stated),-2.4%,-19.8%,/,17.8%,i,2.7%,-1.6%,5.3%
Cc1ccc2nc(SC(C)C(=O)N3CC(C)OC(C)C3)[nH]c2c1 (configuration not stated),2.9%,-2.1%,5.5%,8.1%,i,-0.2%,-11.1%,-2.5%
COc1ccc(S(=O)(=O)N2CCOC23CCN(S(=O)(=O)c2c(C)cc(C)cc2C)CC3)cc1,-5.7%,-19.1%,?,18.0%,i,2.2%,-2.5%,4.2%
Cc1c(C(=O)Nc2ccc(N3CCOCC3)cc2)cccc1[N+](=O)[O-],8.0%,13.4%,3.5%,15.4%,-42.3%,-11.9%,-1.6%,-18.2%
COc1ccc(N2C3=C(CC4=C2CC(C)(C)CC4=O)C(=O)CC(C)(C)C3)cc1,5.0%,0.0%,42.0%,-3.2%,-75.6%[inhibitor][57.5 µM],-2.0%,16.0%,-0.7%
COc1ccc(CCNC(=O)CCCOc2ccc(C)cc2)cc1OC,?,8.6%,/,-10.2%,-63.2%[inhibitor],-0.6%,-11.8%,-9.6%
